Source: PubChem BioAssay (Broad Institute)
ARNT-TACC3 inh: disruptors of ARNT/TACC3 protein interaction, primary screen, biochemical, AlphaScreen, single concentration | inhibition, % at 9.99 µM | AlphaScreen His-ARNT PAS-B/GST-TACC3 binding, luminescence; TACC3 fragment carries E629A point mutation | actives 0.66% (n = 390,000);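 active = mean inhibition of replicates at least 50% and at least half of replicates each reaching 50%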;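 also: 0% = complete ARNT plus TACC3 wells and 100% = ARNT alone without TACC3; many hits fall short of the cut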
LGR2 antag: inhibitors of bursicon-induced LGR2 CRE-luciferase signal, primary screen, cell-based, HEK293, CRE-luciferase reporter, bursicon stimulation. Drosophila bursicon receptor LGR2 (rickets). bursicon-stimulated, 4 h. inhibition, % at 9.99 µM. actives 0.35% (n = 380,000). AID 720647, 2013;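 active = drop in luminescence signal, shown as inhibition above about 50% in the replicate tests, limit read from the data, passing the limit was not always enough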;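 also: agonist challenge used bursicon conditioned medium at about half maximal strength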
INS-1E GSIS act: GLuc luminescence reporter in INS-1E cells, primary screen for activators of glucose-dependent secretion of insulin. INS-1E GLuc reporter insulin secretion, 2-3 h. activation, % at 16.6 µM. actives 0.61% (n = 370,000). AID 743287, 2014;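 active = lowest replicate activation of at least 40%, so every replicate reaches that level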;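 also: 0% = median of neutral control wells and 100% = median of IBMX positive control wells; some compounds called inactive have numbers as strong as hits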
PglD inh: C. jejuni PglD acetyltransferase inhibitors, primary screen, biochemical, DTNB colorimetric, single point. inhibition, % at 12.5 µM. actives 0.098% (n = 360,000). purified PglD enzyme, DTNB colorimetric CoA detection; in the data active = inhibition above about 16%, passing the limit was not always enough; also: strong numbers were not always called active
PAX8 reporter: inhibitors of PAX8-driven TPO luciferase reporter, primary screen, RMG-I cells, single concentration; inhibition, % at 12.6 µM; SteadyGlo, 24 h; actives 1.2% (n = 360,000);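 active = mean replicate inhibition at least 60% with every replicate also reaching 60%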;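 also: luciferase light reporting Pax8 driven TPO promoter activity; plate controls were median of neutral control wells for no effect and mitoxantrone controls for full effect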
Statin myotox sup: suppressors of statin myotoxicity in C2C12 myotubes, primary screen, cell-based, single point, plate reader; C2C12 myotubes + simvastatin, ATP luminescence, 48 h; scaled: DMSO 0, geranylgeraniol control 100; rescue of ATP level, % at 7.49 µM; actives 0.78% (n = 330,000);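 active = mean ATP rescue above about 67%, or every replicate alone reaching that limit, limit read from the data, passing the limit was not always enough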;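 also: myotubes were challenged with 10 µM simvastatin during compound exposure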
Cneo AK release: Cryptococcus neoformans cell lysis inducers, primary screen, AK release luminescence, single concentration; C. neoformans lysis, adenylate kinase release luminescence, 4 h; normalised: neutral wells 0, clomiphene wells 100; lysis activity, % at 15 µM; actives 0.2% (n = 360,000); AID 651654, 2012;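 active = mean lysis activity across replicates of at least 80%, whatever share of replicates individually reach that level; inactive = mean lysis activity below 80%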
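Schedule: static 4 h at 37 °C with compound, 1 h detection; system: C. neoformans cells; benchmarks: Clomiphene as positive control; buffer or medium: fresh YPD medium; measure: luminescence rise reflecting yeast cell lysis; measured by: luminescent adenylate kinase detection reagent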
PGC1a acetyl inh: inhibitors of PGC1a acetylation signal, primary screen, cell-based, U2OS, AlphaScreen, inhibitor mode | AlphaScreen anti-acetyl-lysine; with virally co-expressed GCN5 acetyltransferase | inhibition, % at 15.6 µM | actives 0.17% (n = 350,000) | AID 651687, 2012;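 active = every replicate shows inhibition of at least 40%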;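 also: 0% = neutral control wells and 100% = positive control wells; some results beyond the cut were filed as inactive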
* hit, by the source's call; . = no result given. These rows are one share of the data; count on the stated rates, not on these rows.

SMILES	ARNT-TACC3 inh	LGR2 antag	INS-1E GSIS act	PglD inh	PAX8 reporter	Statin myotox sup	Cneo AK release	PGC1a acetyl inh
Cc1nn(C)cc1/C=C1/CC2C3CC=C4CC(O)CCC4(C)C3CCC2(C)C1=O (configuration not stated)	-2	.	18	10	.	-8	-2	6
COc1ccc(CC2=NCCc3cc(OC)c(OC)cc32)cc1OC	.	-28	8	0	-14	-13	0	-18
COC(=O)C1=C(c2ccc(-c3ccccc3)c(F)c2)C[C@@H]2CC[C@H]1N2C(=O)NC(C)C	-1	-24	-5	5	8	-6	-1	-13
CC(=O)OCC(=O)[C@H]1CC[C@H]2[C@@H]3CC[C@H]4C[C@H](O)CC[C@]4(C)[C@H]3C(=O)C[C@]12C	-1	-26	.	-4	0	7	0	9
CC(C(=O)Nc1ccc(Br)cc1C(=O)c1ccccc1)N1CCCCC1 (configuration not stated)	4	.	.	-4	.	6	0	2
COc1cccc(NP(=O)(Oc2ccccc2Cl)Oc2ccccc2Cl)c1	-2	32	-11	0	35	11	2	-15
COC(=O)C1=C(c2c(C)noc2C)C[C@@H]2CC[C@H]1N2C(=O)NC1CC1	-5	-6	2	0	-6	6	-1	-1
O=C(Cc1ccccc1)N1CC2(C1)[C@H](c1ccccc1)[C@H](CO)N2Cc1cccc(F)c1	.	-9	-31	.	17	.	.	-17
COC(=O)C(Cc1ccc(N(CCCl)CCCl)cc1)N=Cc1ccccc1O (configuration not stated)	5	-26	-33	3	97*	28	0	.
c1cncc(CNC2CCCC2)c1	-10	-3	4	.	-8	.	.	.
Cc1ccc(C2(O)CCN3CCCCC32)cc1 (configuration not stated)	8	.	.	-1	.	.	3	8
O=C(c1ccccc1)c1cn(CC(=O)N2CCOCC2)c2ccccc12	2	.	.	-1	.	-8	2	-7
FC(F)(F)c1ccc(CN2CCNCC2)cc1	-5	-11	-3	.	-3	.	.	-2
COCCOC(=O)C1=C(N)OC(C)=C(C(=O)OC)C12C(=O)Nc1ccccc12 (configuration not stated)	-6	2	6	4	.	-2	10	29
COc1ccc(-n2c(=O)[nH]c3ccccc3c2=O)c(OC)c1	-3	.	.	3	18	-5	-1	5
CSc1nc2ccc(C)cc2c(=O)n1-c1cccnc1	-6	-7	6	.	3	.	.	.
N[C@@H]1CC[C@@]2(O)[C@H]3Cc4ccc(O)c5c4[C@@]2(CCN3CC2CC2)C1O5 (some centres not stated)	6	-1	-13	-7	.	-8	2	10
Cn1c(O)c(C(c2ccncc2)c2c(O)n(C)c(=S)n(C)c2=O)c(=O)n(C)c1=S	47*	.	.	0	.	6	3	14
O=C(Nc1ccc(Cl)cc1)Nc1nccs1	-1	.	-16	4	-64	.	-1	-4
CCOc1ccc(C2(C#N)CC[N+](C)(C)CC2)cc1	13	.	.	.	.	1	2	0

Complete entries as entered above:
CCOc1ccc(C2(C#N)CC[N+](C)(C)CC2)cc1 in the list: ARNT-TACC3 inh: 13; LGR2 antag: .; INS-1E GSIS act: .; PglD inh: .; PAX8 reporter: .; Statin myotox sup: 1; Cneo AK release: 2; PGC1a acetyl inh: 0
Cc1nn(C)cc1/C=C1/CC2C3CC=C4CC(O)CCC4(C)C3CCC2(C)C1=O (configuration not stated) in the list: ARNT-TACC3 inh: -2; LGR2 antag: .; INS-1E GSIS act: 18; PglD inh: 10; PAX8 reporter: .; Statin myotox sup: -8; Cneo AK release: -2; PGC1a acetyl inh: 6
COCCOC(=O)C1=C(N)OC(C)=C(C(=O)OC)C12C(=O)Nc1ccccc12 (configuration not stated) in the list: ARNT-TACC3 inh: -6; LGR2 antag: 2; INS-1E GSIS act: 6; PglD inh: 4; PAX8 reporter: .; Statin myotox sup: -2; Cneo AK release: 10; PGC1a acetyl inh: 29

(cont.)
SMILES	ARNT-TACC3 inh	LGR2 antag	INS-1E GSIS act	PglD inh	PAX8 reporter	Statin myotox sup	Cneo AK release	PGC1a acetyl inh
CCCc1nc2ccccc2c(=O)n1-c1ccc(OC)cc1	0	.	.	-1	8	7	0	-9
CC(C)CNc1c2c(nc3ccccc13)CCC2	3	-6	16	1	2	-25	0	.
Nc1nc(N)c2cnnn2n1	1	-9	4	5	-12	4	0	-8
O=C(Nc1ccccc1Cl)OC1CN2CCC1CC2 (configuration not stated)	2	4	-2	.	-37	2	.	1
O=C1CC(=O)N(Cc2ccccc2)C(=O)N1CCCCCCN1C(=O)CC(=O)N(Cc2ccccc2)C1=O	11	6	-4	5	-6	.	0	4
CC(=O)Nc1ccccc1C(=O)OCC(=O)c1ccc2ccccc2c1	-4	.	.	1	.	13	-3	.
CCCN(CCC)C(=O)Cc1c(-c2ccc(Cl)cc2)nc2c(Cl)cc(Cl)cn12	-2	.	.	-4	5	-29	-1	4
O=[N+]([O-])CCO	.	0	5	3	.	-4	1	5
Cn1c(O)c(C(=O)c2ccccc2F)c(=O)n(C)c1=O	.	.	.	3	.	10	2	-4
CN1/C(=C\C=C2C(=O)NC(=S)NC2=O)C(C)(C)c2ccccc21	5	-2	-6	.	23	.	.	7
OCCNCCc1c[nH]c2ccc(OCc3ccccc3)cc12	-1	-7	-12	1	-10	0	2	0
CCOC(=O)[C@]12Cc3ccccc3[C@H]1N(Cc1ccccc1)C(=O)c1ccccc12	-45	20	-10	7	12	4	-3	-9
COc1cc(OC)c(OC)cc1CNCCc1ccc2c(c1)OCO2	1	-6	24	-1	9	18	4	6
Cc1ccc(NP(=O)(Oc2ccccc2F)Oc2ccccc2F)cc1C	-1	-2	-20	1	-9	.	-6	-29
CCSC(=O)N1CCCCCC1	.	-13	2	-3	.	-3	0	12
CCCCn1c(O)c(C(C)=NCc2ccc(F)cc2)c(=O)[nH]c1=O	-33	.	.	-2	.	12	1	-3
CN1CCN(c2cc(N3CCCC3)c([N+](=O)[O-])cc2F)CC1	12	.	.	-4	.	-6	2	2
O=C(N/N=C/c1c(O)n(Cc2ccccc2)c(=O)[nH]c1=O)c1ccccc1	70*	4	6	8	5	.	-1	-1
CC=Cc1ccc2n(c1=O)C[C@@H]1[C@@H](CO)[C@H](C(=O)N(C)C)N[C@H]21 (mixture of isomers)	1	13	11	-1	0	13	-2	-8
O=[N+]([O-])NC1=NCN(Cc2ccco2)CN1Cc1ccco1	13	12	4	.	8	.	.	.
C[C@]12CCC3C(CC[C@H]4C[C@@H](O)CC[C@]34C)C1CC[C@@H]2OC(=O)[C@H](N)CCCCN (some centres not stated)	2	17	14	2	-14	-7	4	16
COc1ccccc1NC(=O)N1C[C@@H]2C[C@@H](C1)c1cccc(=O)n1C2	-20	-1	0	-5	.	7	-1	1
NC(=O)Cn1cc(C(=O)c2ccccc2F)c2ccccc21	-2	2	11	-6	7	7	0	.
COc1ccc(CCn2c(O)c(C=NCCN3CCCCC3)c(=O)[nH]c2=O)cc1OC	-6	.	.	-2	-6	-2	-1	4
COC(=O)[C@@H]1[C@@H](CO)[C@@H]2Cn3c(ccc(-c4ccncc4)c3=O)[C@H]1N2S(=O)(=O)c1ccccc1C	-3	-12	27	0	2	4	-1	.
COc1cccc(CN2CCN(c3ccc(F)cc3)CC2)c1OC	.	5	13	.	12	1	1	8
CCCCCSc1cc(OC)c(CCN)cc1OC	19	.	.	4	.	14	-1	-5
Cc1cc(O)c2c(c1)OC(C)(C)C1=C2CC(C)CC1 (configuration not stated)	-1	15	-13	3	11	8	1	3
CCCNC(=O)N1[C@H]2CC[C@@H]1C(C(=O)OC)=C(c1ccc(C(C)=O)cc1)C2	-4	1	22	1	-16	1	0	1
Cc1c(/C=N/O)c2ccccc2n1C	4	.	.	-3	-2	-1	-1	3
COc1ccc(NC(=O)N2C[C@@H]3C[C@@H](C2)c2cccc(=O)n2C3)cc1	-29	9	-4	5	.	18	2	8
COC(=O)C1=C(c2ccc(C(C)=O)cc2)C[C@@H]2CC[C@H]1N2C(=O)NCC1CC1	2	.	.	2	.	15	-1	-16
CCn1c(=O)n(CC)c2cc([N+](=O)[O-])c(N3CCNCC3)cc21	2	2	-7	-4	24	5	15	8
O=C(Cc1cccnc1)N1CCCCN2[C@H](CO)[C@H](c3ccc(C#CC4(O)CCCC4)cc3)[C@@H]2C1	-8	16	14	-2	16	8	55	1
C/C=C/c1ccc([C@@H]2[C@H](CO)N3CCCCN(C(=O)Cc4ccncc4)C[C@@H]23)cc1	2	5	15	-3	13	0	-1	-1
CN1CC(C(=O)c2cccc(C(F)(F)F)c2)C(c2ccc(Cl)cc2)C1 (configuration not stated)	1	7	-33	3	3	1	0	-7
c1ccc(CCN2CCC3(CC2)OCCO3)cc1	-12	-3	10	.	-93	.	.	.
Cc1c(N=Nc2c(O)[nH]c(=O)[nH]c2=O)c(=O)n(-c2ccccc2)n1C	65*	-18	-17	.	-4	.	.	4
O=C(O)COc1ccc(Cl)cc1Cl	5	13	4	-6	-6	.	2	-4
O=C(O)Cc1cnc[nH]1	3	-2	.	4	-2	6	-1	.
Cc1ccsc1C(=O)C1CCCN(Cc2ccc(O)cc2)C1 (configuration not stated)	8	-3	5	.	-3	.	.	.
FC(F)(F)c1ccc(-c2ccc3c(c2)CNCc2cnnn2-3)cc1	.	-24	7	-2	-19	5	2	-2
[O-]c1ccccc1-[n+]1c(-c2ccccc2)cc(-c2ccccc2)cc1-c1ccccc1	10	9	-49	0	90*	-183	7	.
COC(=O)C1=C(c2ccccc2OCc2ccccc2)C[C@@H]2CC[C@H]1N2C(=O)NCCOc1ccc(OC)cc1	2	38	.	-3	28	-28	-4	-4
CC(C)(C)NC(=S)/N=C(\N)N[N+](=O)[O-]	.	.	.	3	1	-7	4	.
CC(C)(C)c1o[nH]c(=O)c1CC(N)C(=O)O (configuration not stated)	-4	-16	4	0	-12	0	0	-2
CCC(=NCc1cc(OC)cc(OC)c1)c1c(O)n(C2CCCCC2)c(=O)[nH]c1=O	1	2	-18	3	0	.	-3	7
CN(C)CCCN=Cc1c(O)n(CCc2ccccc2)c(=O)[nH]c1=O	-2	.	.	1	.	-3	1	2
COc1ccc(CN2CCNCC2)cc1	32	2	-2	-4	3	6	4	.
CCOc1cc2[nH]c(=S)n(CCCC(=O)N3CCC4(CC3)OCCO4)c(=O)c2cc1OCC	-13	.	.	2	.	-5	1	2
O=C1NC(=O)C(=Cc2ccc(OCC(=O)N3CCOCC3)cc2)C(=O)N1	39	-3	-5	.	-22	.	.	.
C[C@@H]1CC2(CCCC[N+]2(C)C)C[C@H]1C	-3	26	2	.	4	.	.	7
C[C@@H]([C@@H](O)c1ccccc1)N(C)C(=O)Cc1ccccc1	-5	7	15	-6	-4	4	1	6
CC(C)NS(=O)(=O)c1ccc(OCC(=O)N2CCN(Cc3ccc4c(c3)OCO4)CC2)c(Cl)c1	8	4	0	-9	.	-14	-1	5
Clc1ccc2c(c1)C(c1ccccc1Cl)=NCc1nnc(N3CCN(CCSc4ccccc4)CC3)n1-2	10	.	.	-1	.	63	3	0
O=c1[nH]c(=S)n(-c2ccccc2F)c(O)c1C=NCCN1CCNCC1	0	4	9	-2	-16	8	-2	-5
Cc1ccc2[nH]c(C)c(CCNCc3ccco3)c2c1	9	-4	-6	-1	16	-12	-2	.
CCCNC(=O)[C@H]1[C@H](CO)[C@H]2Cn3c(cccc3=O)[C@@H]1N2CCC	.	7	5	2	-6	-26	-2	.
COc1cc2c(ccc3c4cc(OC)c(OC)cc4c[n+](C)c23)cc1O	21	-23	.	.	75*	.	.	-13
